N370S GC mod: inhibitors or activators of N370S glucocerebrosidase for Gaucher disease; P04062; N370S GC spleen homogenate, 4MU-glucoside fluorescence; Potency, µM (top dose mostly 59.4 µM), for inactives: at the highest dose activity change, negative = inhibition, actives largely listed as inhibitors; 330,000 compounds, 0.092% hits; AID 2101;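 note: 0% = full enzyme activity and -100% = no enzyme basal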
FEN1 inhibitor: inhibitors of human flap endonuclease 1; P39748; Recombinant FEN1 flap cleavage, fluorescence, 15 min; Potency, µM (top dose mostly 114 µM), for inactives: top-dose activity change, negative = inhibition, hits mostly inhibitors; 390,000 compounds, 0.35% hits; AID 588795; note: nearly all actives have a fitted effect of over 65% in size
Target sequence (P39748 whole entry, looked up): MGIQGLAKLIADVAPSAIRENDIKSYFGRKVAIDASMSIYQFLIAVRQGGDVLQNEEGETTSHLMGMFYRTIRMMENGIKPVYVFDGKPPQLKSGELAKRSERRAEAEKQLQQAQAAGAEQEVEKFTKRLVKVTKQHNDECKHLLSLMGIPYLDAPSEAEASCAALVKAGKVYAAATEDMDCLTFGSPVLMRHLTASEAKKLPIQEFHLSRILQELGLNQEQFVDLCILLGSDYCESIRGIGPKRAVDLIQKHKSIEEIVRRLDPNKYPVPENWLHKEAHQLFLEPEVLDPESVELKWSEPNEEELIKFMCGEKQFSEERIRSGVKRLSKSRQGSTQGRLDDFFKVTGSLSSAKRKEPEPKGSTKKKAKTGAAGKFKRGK
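Read-out was taken twice, immediately and after 15 min, following addition of 50 nM substrate to 10 nM FEN1 that had sat with test compound for 15 min at room temperature. Curves came from a four-parameter Hill model.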
GCN5L2 inh: blocks human GCN5L2 histone acetyltransferase | GCN5L2 HAT assay, ThioGlo1 CoA-SH fluorescence | Potency, µM (doses to about 58.9 µM), inactives show top-dose activity change, negative = inhibition, hits mostly inhibitors | 390,000 compounds, 0.21% hits | AID 504327
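Enzyme at 20nM final was mixed with library compounds for 15 min at room temperature. Peptide H3(1-25) at 75uM, acetyl-CoA at 70uM and ThioGlo1 at 50uM were then added. Plates were read immediately and after 20 min (Ex340nm/Em540nm).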
* = called active by the depositor; ? = inconclusive; . = no result given; & = joins results of further samples; [ ] = another dose, or the depositor's remark. Calls come from the whole dose curve; as a rule, active = well fitted curve in the direction sought with a large enough effect; inconclusive = small, poorly fitted or top-dose-only effect, or another doubt; inactive = no such curve, though single readings can be large; an effect the other way counts as inactive or inconclusive. Unless noted, % is set by controls: 0 for no effect and ±100 for the full control effect; potency is the fitted concentration of half-maximal effect. Only part of the results is shown, so the mix of outcomes need not match the whole.

GCN5L2 inh	FEN1 inhibitor	N370S GC mod	mol
-5%	4%	0%	CC(C)c1[nH]nc2c1C(c1cccc(OC(=O)N3CCOCC3)c1)C(C#N)=C(N)O2 (stereo unspecified)
-12%	-1%	-11%	O=C(Nc1cccc(C(=O)N2CCCc3ccccc32)c1)c1ccccc1
-3%	-2%	-17%	CCOC(=O)c1c(N2C(=O)Nc3ccccc3N2O)sc2c1CCCC2
-1%	-10%	-7%	Cc1ccc(OCCN2C(=O)C(=O)c3cccc(C)c32)cc1
0%	-1%	-6%	Cc1ccc(CCNC(=O)C2CCC(=O)N2CCc2ccccc2)cc1 (stereo unspecified)
-5%	16%	5%	COC(=O)c1c(S(=O)(=O)N2CCOCC2)c(C)n(C)c1C
-10%	-14%	0%	CCCN1C(=O)c2ccccc2NC1c1cc(OC)c(OC)c(OC)c1 (stereo unspecified)
?	.	4%	N#C/C(=C\c1ccc(O)c(O)c1)C(=O)OCCc1cccs1
0%	-2%	-6%	CN(CC(=O)Nc1c(Cl)cccc1Cl)C(=O)CNC(=O)c1ccc2c(c1)OCO2
-5%	3%	-15%	Cn1c(COc2ccc(Cl)cc2Cl)nnc1SCC(=O)NCC1CCCO1 (stereo unspecified)
-4%	2%	2%	COc1ccc2[nH]c(=O)c(CN(C(=O)c3ccccn3)c3ccccc3)cc2c1
-2%	-18%	2%	CCCc1cc(C(N)=O)c(NC(=O)c2cc(C)on2)s1
2%	16%	5%	NC(=O)c1ccccc1NC(=O)CN1CCCCCC1
?	-11%	12%	CC1(CC(=O)NNC(=O)Nc2ccccc2)OCCCO1
-21%	-16%	0%	CCc1ccc(/C(C)=N/NS(=O)(=O)c2ccc(OC)cc2)s1
-4%	4%	2%	Nc1nnc(SCC(=O)NC23CC4CC(CC(C4)C2)C3)s1

Given with two lines to a compound: 7 of the compounds above
Value order: GCN5L2 inh | FEN1 inhibitor | N370S GC mod
- Cn1c(COc2ccc(Cl)cc2Cl)nnc1SCC(=O)NCC1CCCO1 (stereo unspecified)
    -5% | 3% | -15%
- COc1ccc2[nH]c(=O)c(CN(C(=O)c3ccccn3)c3ccccc3)cc2c1
    -4% | 2% | 2%
- CCCc1cc(C(N)=O)c(NC(=O)c2cc(C)on2)s1
    -2% | -18% | 2%
- NC(=O)c1ccccc1NC(=O)CN1CCCCCC1
    2% | 16% | 5%
- CC1(CC(=O)NNC(=O)Nc2ccccc2)OCCCO1
    ? | -11% | 12%
- CCc1ccc(/C(C)=N/NS(=O)(=O)c2ccc(OC)cc2)s1
    -21% | -16% | 0%
- Nc1nnc(SCC(=O)NC23CC4CC(CC(C4)C2)C3)s1
    -4% | 4% | 2%

The list continues:
GCN5L2 inh	FEN1 inhibitor	N370S GC mod	mol
16%	-5%	-7%	NC(=O)CC(NC(=O)Cc1cccc2ccccc12)c1ccc(NC2CCCCCC2)c([N+](=O)[O-])c1 (stereo unspecified)
-6%	1%	22%	COc1ccccc1OCc1n[nH]c(=S)n1Cc1ccccc1
0%	-10%	.	COc1cc(C2CC(=O)N(c3ccc(C)c(Cl)c3)C3=C2C(=O)OC3)cc(OC)c1OC (stereo unspecified)
-7%	-4%	-16%	CCOC(=O)c1c(C)nc2ccccn12
10%	.	-6%	COC1[C@H](OC(N)=O)C(O)[C@H](Oc2ccc3c(O)c(NC(=O)c4ccc(O)c(CC=C(C)C)c4)c(=O)oc3c2C)OC1(C)C (stereo partly specified)
0%	-1%	.	Cc1ccc(C)c(NC(=O)CSc2nnc(C)n3c2cc2occc23)c1
13%	2%	1%	CCOc1ccccc1NC(=O)c1cc(-c2ccncc2)nc2c(Cl)cccc12
4%	1%	-1%	CCOC(=O)Cn1c(=O)c2c(nc(N3CCOCC3)n2C)n(C)c1=O
-6%	-8%	-23%	C=CCOc1c(CNc2ccc3[nH]c(=O)[nH]c3c2)cccc1OC
44%[activator]	12%	19%	Nc1c(Br)cc2oc(-c3ccccc3)nc2c1Br
-1%	-10%	.	COc1ccc(CCCc2nnc(SCC(=O)Nc3ccc(Cl)cc3)o2)cc1
-5%	12%	.	COc1cccc(NC(=O)c2oc3ccccc3c2NC(=O)Cc2cccc(C)c2)c1
-3%	?	10%	Oc1ccc(C=Nc2ccccc2-c2nc3ccccc3[nH]2)c(O)c1
-3%	-15%	0%	OC1(c2ccc(Cl)cc2)CCN(Cc2nc(-c3cnccn3)no2)CC1
-3%	21%	.	O=C(CSc1nc2ccccc2nc1Cc1ccc(Cl)cc1)N1CCc2ccccc21
19%	1%	0%	CC1CN(S(=O)(=O)c2cccc(C(=O)OC/C(O)=C(\C#N)c3nc4ccccc4[nH]3)c2)CC(C)O1 (stereo unspecified)
-2%	4%	2%	CCc1cccc(NC(=O)C(NC(=O)C2CCCCC2)C(C)C)c1 (stereo unspecified)
2%	22%	-15%	CCCCOc1ccc(C(=O)CCN2CCCCC2)cc1
5%	5%	-1%	COc1ccc(NC(=O)COC(=O)CNC(=O)C2CCCCC2)cc1
-13%	5%	-4%	Cc1cc(C)c2oc(=O)cc(CN3CCC(C)CC3)c2c1
1%	-5%	4%	CCOc1ccccc1NC(=O)CSc1nnc(-c2cnccn2)n1CC
-18%	4%	10%	CC(=O)c1cc2c(cc1NC(=O)CN1CCN(c3cccc(C(F)(F)F)c3)CC1)OCO2
-5%	2%	-5%&-26%	O=C(O)c1cc(C(F)(F)F)nc2c(C(F)(F)F)cccc12
0%	-13%	16%	O=C(NCc1ccccc1)N(Cc1cc2cc3c(cc2[nH]c1=O)OCO3)CC1CCCO1 (stereo unspecified)
-28%	5%	?	COC(=O)c1ccncc1N
8%	11%	6%	CCOC(=O)C1=C(O)/C(=C/N(C)C)N=C1C
-3%	4%	0%	Cc1ccc(C(=O)NCC(=O)Nc2cc(C)ccn2)cc1
.	-7%	-4%	CC1CC=CC2C1C(=O)N(Cc1ccccc1)C2c1ccc(Br)cc1F (stereo unspecified)
0%	-10%	.	CCCOc1ccc(NC(=O)CC2C(=O)N(c3ccc(F)cc3)C(=O)N2CC(C)C)cc1 (stereo unspecified)
-14%	2%	?	COc1ccc2oc(=O)c(C(=O)N3CCN(C(=O)c4ccco4)CC3)cc2c1
-5%	-7%	.	Cc1ccc(C)c(NC(=O)c2nc(S(=O)(=O)Cc3ccc(F)cc3)ncc2Cl)c1
-12%	-6%	-7%	COc1cc(C2C(C(=O)c3ccc(C)o3)=C(O)C(=O)N2c2cc(C)on2)ccc1O (stereo unspecified)
-9%	4%	-7%	COc1ccc(C2CC(=O)C(C=NCCO)=C(O)C2)cc1 (stereo unspecified)
-21%	-3%	0%	O=C(NCc1ccc2c(c1)OCO2)c1cccc(S(=O)(=O)N2CCCC2)c1
1%	-5%	5%	CCOC(=O)C(C(=O)OCC)[C@@H]1CS(=O)(=O)C[C@H]1C(C(=O)OCC)C(=O)OCC
-2%	19%	4%	O=C1CC(c2ccccc2)C(C(=O)O)N1 (stereo unspecified)
-7%	4%	.	Nc1ncnc2c1ncn2[C@@H]1O[C@H](CNCc2ccc(-c3cc(C(F)(F)F)ccc3Cl)o2)[C@@H](O)[C@H]1O
-10%	-8%	0%	COc1cc(NC(=O)c2ccccc2[N+](=O)[O-])c(C(=O)O)cc1OC
-12%	-5%	7%	O=S(=O)(c1ccc2c(c1)OCCO2)N1CCc2ccccc21
-8%	-3%	8%	COc1cc(NC(=S)NCC2CCCO2)c(OC)cc1Cl (stereo unspecified)
-14%	?	.	Cc1ccccc1Cn1nnc2c(=O)[nH]c(C3CCCN(C(=O)c4ccc(C(C)(C)C)cc4)C3)nc21 (stereo unspecified)
-4%	-5%	.	COc1ccc(S(=O)(=O)N2CCN(C(=O)c3ccc(NC(C)=O)cc3)CC2)cc1
-4%	-23%	5%	O=C(Nc1ccccc1Sc1ccccc1)c1ccc(F)cc1
1%	-11%	-12%	CC(C)(C)c1nnc(N/N=C/c2ccccc2O)n(N)c1=O
-7%	-20%	-1%	O=S(=O)(NCC(c1ccco1)N1CCN(c2ccccc2F)CC1)c1ccc(F)cc1 (stereo unspecified)
1%	4%	-12%	C=CCn1c(SCC(=O)N2CCOCC2)nnc1C(C)NC(=O)c1ccccc1 (stereo unspecified)
-3%	0%	17%	Cc1noc(NS(=O)(=O)c2ccc(NC(=O)CSc3ncccn3)cc2)c1C
1%	19%	.	Cc1cccc(NS(=O)(=O)c2ccc(C)c(C(=O)N(C)C)c2)c1
-14%	89µM*	.	COc1ccc(C(=O)c2cn(Cc3ccc(F)cc3)c3c(F)cc(F)cc3c2=O)cc1
-4%	4%	5%	O=C(NCCN1CCN(C(=O)c2cc3ccccc3oc2=O)CC1)c1cc2ccccc2oc1=O
2%	-4%	-1%	O=[N+]([O-])c1cc(S(=O)(=O)N2CCCC2)ccc1O
-5%	1%	-2%	COc1ccc2c(Cl)c(-c3nnc4n3CCCCC4)sc2c1
-17%	?	26%	C=CCOc1ccc(/C=N/NC(=O)c2cc3c(OC)cc(OC)cc3[nH]2)cc1
-1%	-3%	9%	Cc1ccc(S(=O)(=O)N2CCOCC2)cc1NC(=O)COc1ncnc2ccccc12
-8%	-1%	-11%	O=C1C(=Cc2cccn2-c2ccccc2)C(=O)c2ccccc21
-2%&-2%	-12%&-5%	-12%	Cc1ccc(S(=O)(=O)n2nc(C)c(S(=O)(=O)N3CCCCC3)c2C)cc1

Continuation.
GCN5L2 inh	FEN1 inhibitor	N370S GC mod	mol
?	9%	5%	CCCCc1c(C)nc2ccc(C(=O)OCC)cc2c1Cl
-7%	6%	1%	Cc1cc(C(=O)OCC(=O)Nc2cc(C)on2)c2ccccc2n1
-4%	-8%	4%	OCCCNc1c2c(nc3cc(-c4ccc(Cl)cc4)nn13)CCC2
-6%	-7%	17%	CC1CC(C)CN(c2ncnc3c2cnn3Cc2ccc(Cl)cc2)C1 (stereo unspecified)
-4%	9%	.	O=C(c1ccc2c(c1)N(Cc1cccc(Cl)c1)C(=O)c1ccccc1S2=O)N1CCC(Cc2ccccc2)CC1 (stereo unspecified)
-19%	5%	-9%	NS(=O)(=O)c1cccc(NC(=O)c2cc(=O)c3ccccc3o2)c1
-3%	1%	-12%	Cc1csc(NC(=O)CCC(=O)c2cccs2)n1
?	-7%	4%	COc1ccc2[nH]c(CN3CCC(CO)(CCOc4ccccc4)CC3)c(C)c2c1

Filtered by structure: the entries above with a nitro group on carbon (three)
GCN5L2 inh	FEN1 inhibitor	N370S GC mod	mol
16%	-5%	-7%	NC(=O)CC(NC(=O)Cc1cccc2ccccc12)c1ccc(NC2CCCCCC2)c([N+](=O)[O-])c1 (stereo unspecified)
-10%	-8%	0%	COc1cc(NC(=O)c2ccccc2[N+](=O)[O-])c(C(=O)O)cc1OC
2%	-4%	-1%	O=[N+]([O-])c1cc(S(=O)(=O)N2CCCC2)ccc1O

The listing continues.
GCN5L2 inh	FEN1 inhibitor	N370S GC mod	mol
0%	8%	7%	CCc1cc(C)cc(OCCNC(=O)c2cncc(Br)c2)c1
-1%	0%	9%	COc1ccc(C2(CNS(=O)(=O)c3ccccc3)CCOCC2)cc1
-5%	-4%	?	CCOc1ccc(C(=O)Cc2ccc3oc(C(=O)O)cc3c2)c(O)c1
-6%	-2%	2%	CCCCc1c(O)nc(SCC(=O)Nc2cccc3ccccc23)n(-c2ccccc2OC)c1=O
-2%	1%	.	Cc1cccc(-c2nnc(SCC(=O)Nc3ccc(C)c(C)c3)o2)c1
-3%&-8%	21%&4%	-4%	CCC1CCCCN1CCCNC(=O)c1cn(CC)c2ccc(S(=O)(=O)N(C)C3CCCCC3)cc2c1=O (stereo unspecified)
-3%	-2%	1%	CCOC(=O)N1CCc2c(sc3c2c(=O)n(Cc2ccccc2)c(=O)n3CC(=O)NCC2CCCO2)C1 (stereo unspecified)
-15%	3%	-1%	O=C(/C=C/c1ccco1)NCc1ccc(F)cc1
-4%	5%	8%	O=C(O)C1Cc2[nH]cnc2C(c2ccc(F)cc2)N1 (stereo unspecified)
?	-17%	4%	CC(=O)NNc1nc2ccccc2s1
-1%	-9%	-6%	CC(=C/c1ccccc1)/C=N/NC(=O)c1ccc2nc[nH]c2c1
-1%	0%	-2%	CCC(=O)Nc1ccc(C(=O)OCC(=O)c2cccs2)cc1
-3%	.	-5%	c1ccc(CNc2cc(-c3cccnc3)ncn2)cc1
-15%	6%	.	CCN(CCCNC(=O)c1cc2c(=O)n(CC)c3ccccc3c2s1)c1cccc(C)c1
2%	0%	.	N#Cc1ccccc1Cn1c(=O)n(Cc2ccc(C(=O)NC3CCN(Cc4ccccc4)CC3)cc2)c(=O)c2ccccc21
-7%	-15%	-1%	O=C(CN1CCOCC1)Nc1ccc(Cl)cn1
-12%	-2%	.	CCOC(=O)c1ccc(-c2c(-c3ccccc3OC)sc3ccc(OC)cc23)cc1F
0%	-2%&-22%	.	CC(=O)Nc1ccc(SC[C@H](Cc2ccccc2)N2CC[C@@H](C)CCC2=O)cc1
-22%	0%	18%	CCCOC(=O)c1c(NC(=O)C2CCCO2)sc(C(=O)OC)c1C (stereo unspecified)
-9%	7%	6%	COc1ccc(/C=N/NC(=O)C(=O)NCc2cccnc2)cc1
